Bioassay records as filed in PubChem.
eIF4E-4G inh: eIF4E/eIF4G interaction inhibition in translation initiation | P63073+Q04637 | TR-FRET eIF4E-eIF4GI(517-606) binding, 2 h | inhibition, % at 21.7 µM | 220,000 tested, 0.37% active;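 active = inhibition above about 30%, limit read from the data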;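 also: 0% = full FRET control wells and 100% = background wells lacking eIF4GI fragment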
EP2 modulator: modulates human prostaglandin E2 receptor EP2 signaling. P43116. EP2-expressing cells, cAMP HTRF FRET, PGE2 co-stimulation. induction, % at 25 µM. 260,000 tested, 0.83% active;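 active = compounds whose cAMP rise, as percent of the full-agonist control response, exceeds 60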;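 also: rat C6 glioma line stably carrying human EP2 under a CMV promoter; the protocol text gives 20 µM as final concentration; 100% = response of wells given 1 µM PGE2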
S1P4 ag: human S1P4 receptor agonism; O95977; S1P4-expressing cell line, agonist reporter assay; activation, % at 4.98 µM; 220,000 tested, 0.35% active; in the data active = activation above about 11%;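 also: 0% = DMSO vehicle and 100% = reference agonist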
NPY-Y1 PAM-ag: human NPY-Y1 potentiation or agonism, primary screen; P25929; NPY-Y1 expressing cells, potentiator/agonist activation; activation, % at 3.6 µM; 220,000 tested, 0.37% active; in the data active = activation above about 33%, passing the limit was not always enough;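 also: cells stimulated with NPY at EC10 then isoproterenol at EC100; 0% = low agonist plus stimulus and 100% = saturating agonist plus stimulus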
p97 inhibitor: inhibitors of human p97 ATPase | recombinant p97 ATPase, Kinase-Glo ATP luminescence, 3 h | inhibition, % at 8 µM | 220,000 tested, 0.42% active | AID 1481; in the data active = inhibition above about 15%;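 also: 0% = DMSO vehicle and 100% = wells lacking enzyme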
Target sequence (P55072 whole entry, looked up): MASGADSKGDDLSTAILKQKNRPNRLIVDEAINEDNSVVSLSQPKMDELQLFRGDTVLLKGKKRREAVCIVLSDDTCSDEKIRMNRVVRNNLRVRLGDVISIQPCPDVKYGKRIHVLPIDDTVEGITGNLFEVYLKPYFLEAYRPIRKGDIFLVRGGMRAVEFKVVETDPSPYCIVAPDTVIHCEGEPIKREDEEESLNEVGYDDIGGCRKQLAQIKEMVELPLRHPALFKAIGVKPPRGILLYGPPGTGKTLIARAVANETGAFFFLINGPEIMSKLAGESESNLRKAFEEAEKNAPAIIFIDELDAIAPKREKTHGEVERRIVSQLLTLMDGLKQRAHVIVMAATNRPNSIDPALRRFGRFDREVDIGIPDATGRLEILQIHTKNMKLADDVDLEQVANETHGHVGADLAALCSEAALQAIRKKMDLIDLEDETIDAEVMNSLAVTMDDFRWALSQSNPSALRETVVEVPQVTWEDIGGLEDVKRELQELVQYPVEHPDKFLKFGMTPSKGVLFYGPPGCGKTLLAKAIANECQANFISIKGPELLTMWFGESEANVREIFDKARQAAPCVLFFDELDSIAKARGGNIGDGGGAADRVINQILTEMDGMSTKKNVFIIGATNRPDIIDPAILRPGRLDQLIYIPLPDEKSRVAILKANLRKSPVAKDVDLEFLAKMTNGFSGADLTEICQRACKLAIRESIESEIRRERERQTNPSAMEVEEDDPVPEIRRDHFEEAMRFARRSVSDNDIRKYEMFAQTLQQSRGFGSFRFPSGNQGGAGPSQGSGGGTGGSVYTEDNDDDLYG
S1P4 antag: blocks the human S1P4 receptor; 220,000 tested, 0.26% active; S1P4-expressing cells, antagonist mode, reporter read-out; inhibition, % at 4.98 µM; O95977; in the data active = inhibition above about 29%;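 also: 0% = wells stimulated with agonist and 100% = vehicle wells without agonist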
PGE2 EP2 inh: inhibitors of human EP2 prostaglandin E2 receptor | C6 glioma cells expressing human EP2, cAMP TR-FRET; cells stimulated with saturating PGE2 | P43116 | inhibition, % at 25 µM | 260,000 tested, 0.52% active;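 active = percent inhibition above 40 after rounding to a whole number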;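 also: rat C6 glioma host cells with rolipram phosphodiesterase inhibitor present; the protocol text gives 20 µM as final concentration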
NPY Y1 blocker: blocks the human neuropeptide Y Y1 receptor; P25929; HEK293-CNG Y1 cells, membrane potential fluorescence; NPY at EC95, then isoproterenol; inhibition, % at 3.6 µM; 200,000 tested, 1% active; AID 1040;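 active = inhibition above the campaign mean inhibition of all tested compounds plus 3 SD, cut at about 20% in these data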;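 also: 0% = DMSO wells given NPY plus isoproterenol and 100% = isoproterenol alone without NPY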
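Material: HEK293 cells with Y1 receptor plus CNG channel; times: compound incubation 1 h at room temperature, readout 45 min post-stimulation; signal: fluorescence, membrane potential probe; read-out basis: fluorescence ratio normalized to % inhibition between controls; benchmarks: full-block control isoproterenol-only wells, zero-block control NPY plus isoproterenol wells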
NPY-Y2 PAM-ag: potentiators or agonists of human neuropeptide Y receptor Y2; P49146; cells expressing NPY-Y2, potentiator/agonist read-out; activation, % at 3.6 µM; 220,000 tested, 0.45% active; AID 1359; in the data active = activation above about 27%;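 also: cells stimulated with NPY near EC25 plus isoproterenol at EC100; 0% = vehicle plus submaximal agonist and 100% = vehicle plus saturating agonist; some results beyond the cut were filed as inactive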
* marks the source's active call; other numbers are inactive results; nt = not tested or not shown; [ ] = remark or other dose. A portion of the library; the hit share may differ from the screen's.

Every second line gives: eIF4E-4G inh | EP2 modulator | S1P4 ag | NPY-Y1 PAM-ag | p97 inhibitor | S1P4 antag | PGE2 EP2 inh | NPY Y1 blocker | NPY-Y2 PAM-ag
COc1ccc(N2Cc3ccccc3/C2=N\C(=O)Nc2ccccc2)cc1
  1 | 15 | 0.3 | -14 | 7 | -5 | 1 | 6 | 3
CC(=O)N1CCN(C(=O)CCC(=O)O)CC1
  -3 | 16 | 0.2 | 14 | 7 | 3 | 5 | nt | 8
NC(=O)Nn1c(CCC(=O)O)ccc1-c1ccc(Br)cc1
  4 | 10 | 1.0 | -1 | 3 | -26 | 15 | 1 | -5
Cc1cccc(NC(=O)CCNS(=O)(=O)c2cccc3nsnc23)c1
  -12 | -9 | -0.7 | 16 | 5 | 6 | 1 | -1 | 3
NC(=O)c1ccccc1N(Cc1ccccc1)S(=O)(=O)c1ccccc1
  0 | -1 | -1.7 | -7 | 1 | 9 | 12 | -2 | -3
O=C(O)C(Cc1c[nH]c2ccccc12)NS(=O)(=O)c1ccc2ccccc2c1 (configuration not stated)
  6[fluorescence artefact?] | 36 | 0.8 | -30 | 5 | -9 | 18 | 6 | -10
CN1c2ccsc2C(O)=C(C(=S)Nc2ccc(F)c(Cl)c2)S1(=O)=O
  -2[fluorescence artefact?] | -5 | 0.1 | -1 | -6 | -9 | 27 | -2 | -12
CCOC(=O)c1c(CSc2ccccc2)n(C)c2cc(Br)c(O)c(CN(C)C)c12
  11 | -13 | 1.7 | -76 | -6 | -8 | 8 | nt | -62
COc1ccc(CC2(CO)CCN(S(=O)(=O)c3c(C)nn(C)c3Cl)CC2)cc1
  1 | -59 | -0.4 | -12 | -1 | 4 | 3 | -1 | 8
Cc1ccc(OCC(O)Cn2c3ccccc3c3ccccc32)cc1 (configuration not stated)
  -4 | 45 | -0.5 | 7 | 2 | -7 | 6 | 0 | -9

3 compounds already listed, ordered by the number in S1P4 antag, high to low:
Structure	S1P4 antag
CC(=O)N1CCN(C(=O)CCC(=O)O)CC1	3
Cc1ccc(OCC(O)Cn2c3ccccc3c3ccccc32)cc1 (configuration not stated)	-7
O=C(O)C(Cc1c[nH]c2ccccc12)NS(=O)(=O)c1ccc2ccccc2c1 (configuration not stated)	-9

Next section:
Every second line gives: eIF4E-4G inh | EP2 modulator | S1P4 ag | NPY-Y1 PAM-ag | p97 inhibitor | S1P4 antag | PGE2 EP2 inh | NPY Y1 blocker | NPY-Y2 PAM-ag
COc1ccc(CCN2C(=O)C3C4CC(C5C(C(N)=O)=NOC45)C3C2=O)cc1OC (configuration not stated)
  -1 | 21 | 1.2 | 12 | 2 | -4 | 10 | -2 | -3
O=C(COC(=O)CCCSc1nc2ccccc2[nH]1)Nc1cccc(F)c1
  2 | -19 | 0.0 | 1 | 1 | -6 | 8 | 4 | -5
COc1ccccc1CN(C(=O)Cc1cccs1)C(C(=O)NC1CCCC1)c1ccncc1 (configuration not stated)
  -8[fluorescence artefact?] | -8 | -1.4 | -30 | -5 | 2 | 6 | 45* | -20
O=C(Nc1ccc2c(c1)C(=O)NC2=O)c1ccc(Cl)s1
  9 | -4 | 0.4 | 15 | 7 | 8 | 5 | -2 | 6
COc1ccc(CCNC(=O)[C@@H](NC(=O)c2ccccc2F)C(C)C)cc1OC
  1 | 40 | -0.1 | -4 | 3 | 0 | 4 | 5 | -4
CN(C)CC1CCCCC1OC(=O)c1ccc(Cl)cc1 (configuration not stated)
  0 | 7 | 0.1 | -9 | -4 | -3 | 8 | 5 | -9
CC(C)Oc1ccc(CCc2nnc(SCC(=O)O)n2-c2ccccc2)cc1
  0 | 13 | -0.2 | -8 | 0 | 3 | 5 | -4 | -13
O=c1nc(N2CCOCC2)nc(N/N=C/c2ccc3c(c2)OCO3)[nH]1
  2 | -8 | -0.6 | -2 | 1 | -14 | 7 | -3 | -3
O=C1c2cccc3cc([N+](=O)[O-])cc(c23)C(=O)N1CCN1CCCC1
  13 | -8 | 24* | 19 | 3 | -64 | 6 | nt | -8
O=C(O)c1cc(N2C(=O)C3C4C=CC(C4)C3C2=O)ccc1NCc1cccnc1 (configuration not stated)
  2 | 44 | 3.2 | -3 | -1 | -20 | 7 | 4 | 11

Record cards (already shown). Order of values: eIF4E-4G inh, EP2 modulator, S1P4 ag, NPY-Y1 PAM-ag, p97 inhibitor, S1P4 antag, PGE2 EP2 inh, NPY Y1 blocker, NPY-Y2 PAM-ag
Entry for CC(C)Oc1ccc(CCc2nnc(SCC(=O)O)n2-c2ccccc2)cc1 = 0, 13, -0.2, -8, 0, 3, 5, -4, -13
Entry for O=c1nc(N2CCOCC2)nc(N/N=C/c2ccc3c(c2)OCO3)[nH]1 = 2, -8, -0.6, -2, 1, -14, 7, -3, -3

(list continues)
Every second line gives: eIF4E-4G inh | EP2 modulator | S1P4 ag | NPY-Y1 PAM-ag | p97 inhibitor | S1P4 antag | PGE2 EP2 inh | NPY Y1 blocker | NPY-Y2 PAM-ag
COc1cccc(N2CCN(S(=O)(=O)c3cccc4nsnc34)CC2)c1
  -3 | -88 | 1.4 | -3 | -2 | -12 | 3 | 4 | -9
CNCCCOc1ccc2c(c1)CCC2
  -1 | -9 | -1.3 | -1 | 10 | 3 | 6 | 12 | -3
CCCCc1c(O)nc(SCC(=O)c2ccccc2)n(-c2ccccc2OC)c1=O
  -3 | -4 | 0.9 | 8 | 7 | -11 | 16 | nt | 13
CSCCNC(C)=O
  8 | 11 | -0.2 | 19 | 3 | -9 | 9 | 13 | 11
CN(C)c1cccc(C(=O)OCC(=O)NCc2ccco2)c1
  -1 | 6 | -4.1 | -12 | 0 | -7 | 19 | 4 | 9
CCN1/C(=N\N)c2cccc3cccc1c23
  -5 | 1 | 4.1 | -6 | -4 | -7 | 9 | 1 | 3
CCn1c(-c2cc(-c3ccc(C)cc3)nc3ccccc23)n[nH]c1=S
  4 | 12 | 1.3 | -20 | -2 | -18 | 4 | -5 | 7
COc1cccc(C(=O)N2CCn3c2nc2ccccc23)c1
  0 | 3 | 0.2 | 11 | 5 | 11 | 3 | 5 | 2
CCn1nc(NC(=O)c2ccncc2)c2cc3cccc(C)c3nc21
  4 | 4 | -1.4 | 3 | 5 | 3 | -5 | -4 | 5
O=C(Nc1ccc(F)cc1)c1ccccc1F
  8 | -2 | 2.4 | -1 | -4 | 0 | 7 | 0 | 0
Cc1nnsc1-c1c(C(=O)N2CCOCC2)c(C)nn1-c1ccccc1
  -4 | -21 | 0.8 | 7 | -1 | -1 | 6 | nt | 4
Cc1nc2ccccc2n1CCc1nc2c3ccccc3nc(=S)n2[nH]1
  6 | 6 | 2.8 | 9 | 1 | 6 | 5 | 4 | -10
CCC(C)C1C(C#N)=C(N)OC2=C1C(=O)CC(C)(C)C2 (configuration not stated)
  3 | 4 | 1.6 | 4 | -6 | -15 | 8 | 1 | -4
Clc1ccc(C2=NCCN2)cc1
  -2 | 19 | 0.4 | 17 | 1 | -6 | 0 | 3 | -4
COc1cccc(C(=O)N(CN2CCCC2=O)c2cccc(Cl)c2)c1
  2 | 15 | -0.3 | 2 | -10 | 10 | 9 | 3 | -9
COc1cc(C=C2C(=O)OC(C)(C)OC2=O)cc(Cl)c1OCC(=O)Nc1ccccc1
  5 | -22 | -0.9 | -11 | -1 | 6 | 5 | 6 | -29
Cc1nc(-c2nc(-c3c(C(=O)NN)noc3C)cs2)cs1
  1 | 1 | 1.0 | -19 | -3 | -30 | 4 | -1 | -6
CCOC(=O)N1CCN(S(=O)(=O)c2c(C)cc(C)cc2C)CC1
  2 | -2 | 1.7 | -12 | -2 | -16 | 16 | 0 | 7
COc1ccc(NC(=O)C2CCCN(S(=O)(=O)c3c(C)[nH]c(=O)[nH]c3=O)C2)cc1OC (configuration not stated)
  0 | -17 | 2.3 | 13 | 2 | -6 | 2 | -4 | -4
CCOC(=O)c1c(NC(=O)C2COc3ccccc3O2)sc2c1CCN(Cc1ccccc1)C2 (configuration not stated)
  9 | 27 | 0.5 | -64 | -5 | -2 | 4 | 22* | -16
O=C(COC(=O)CNC(=O)c1cccc([N+](=O)[O-])c1)Nc1cccc(S(=O)(=O)N2CCCCC2)c1
  5[fluorescence artefact?] | -5 | 0.7 | -13 | -2 | -24 | 11 | 2 | 7
Cc1cc(=O)oc2cc(OC(=O)c3nn(C(C)C)c(=O)c4ccccc34)ccc12
  26 | 17 | 3.7 | -4 | 3 | -23 | 3 | -5 | 6
CCN(CC)c1nc(N)c([N+](=O)[O-])c(NCCO)n1
  -1 | 19 | 3.5 | -19 | 0 | -41 | 6 | -3 | -5
O=C(CS(=O)(=O)c1cn(CC(=O)N2CCOCC2)c2ccccc12)Nc1ccccc1
  -2 | 25 | 0.9 | 18 | 2 | -11 | 7 | 0 | 7
CC(C)CC(N=C1NC(C)(C)Cc2ccccc21)C(=O)O (configuration not stated)
  -4 | 32 | -2.0 | -21 | 0 | -4 | 11 | -10 | -8
COc1ccc(C(=O)Nc2cccc(-c3ccc4nncn4n3)c2)cc1OC
  1 | -16 | -0.3 | 11 | 8 | 20 | 7 | 4 | -17
O=C(CSc1nnc(Cc2cc(=O)[nH]c(=O)[nH]2)n1-c1ccccc1)N1CCCC1
  3 | 7 | 0.9 | 18 | 3 | -7 | 13 | -4 | 19
O=c1cc(-c2ccccc2)[nH]n1-c1nc2ccccc2s1
  -4 | -11 | -1.1 | -3 | 5 | -18 | 8 | 1 | 9
COc1ccc(C(=O)N/C(=C/c2cccnc2)C(=O)NCc2ccco2)cc1OC
  4 | 14 | 1.4 | 3 | 5 | -9 | 8 | nt | 0
O=C(Nc1ccc(Cl)cc1)C1=Cc2cc(Cl)ccc2OC1
  -2 | -36 | -1.4 | -33 | 4 | 9 | 11 | 10 | -24
CCCCC(=O)Nc1ccc(N2CCN(S(C)(=O)=O)CC2)cc1
  20 | 7 | -1.9 | -8 | 2 | -6 | 22 | 1 | 0
CC(C)(C)c1ccc(C(=O)CC(Sc2ccc(Cl)cc2)C(=O)O)cc1 (configuration not stated)
  -3 | -26 | -0.3 | 11 | -1 | 24 | 8 | 0 | 6
CC(=O)c1c(OC(=O)c2ccc(C)cc2)c2ccccc2n1C
  -3 | 41 | 3.4 | -30 | 0 | -37 | 10 | 34* | -27
O=C(CSc1nnc(-c2ccccc2)n1-c1ccccc1)NCc1ccco1
  -9 | 11 | -1.4 | 24 | 1 | -8 | 7 | 4 | -1
O=C(CN1C(=O)C2C3CCC(C3)C2C1=O)N1CCN(Cc2ccccc2)CC1 (configuration not stated)
  -2 | 21 | 0.0 | 4 | -2 | -16 | 8 | 5 | -13
CCC(Cc1ccccc1)NC(=O)C1=C(C)C(=O)OC12CCC(C)CC2 (configuration not stated)
  2 | 20 | -2.7 | -10 | -1 | 5 | 8 | 5 | 2

Random excerpt: four entries already listed
Every second line gives: eIF4E-4G inh | EP2 modulator | S1P4 ag | NPY-Y1 PAM-ag | p97 inhibitor | S1P4 antag | PGE2 EP2 inh | NPY Y1 blocker | NPY-Y2 PAM-ag
O=C(CN1C(=O)C2C3CCC(C3)C2C1=O)N1CCN(Cc2ccccc2)CC1 (configuration not stated)
  -2 | 21 | 0.0 | 4 | -2 | -16 | 8 | 5 | -13
O=C(CSc1nnc(-c2ccccc2)n1-c1ccccc1)NCc1ccco1
  -9 | 11 | -1.4 | 24 | 1 | -8 | 7 | 4 | -1
CCCCC(=O)Nc1ccc(N2CCN(S(C)(=O)=O)CC2)cc1
  20 | 7 | -1.9 | -8 | 2 | -6 | 22 | 1 | 0
CC(=O)c1c(OC(=O)c2ccc(C)cc2)c2ccccc2n1C
  -3 | 41 | 3.4 | -30 | 0 | -37 | 10 | 34* | -27
